# Screens deposited in PubChem by several laboratories.
# ZTA counter = blocks Epstein-Barr virus ZTA, an EBNA-1 counter-screen; hit rate 0.15% among 320,000; inhibition, % at 11 µM; AID 2234; P03206; ZTA-DNA binding, fluorescence polarization; in the data active means inhibition above about 33%
# MEP2 TOR yeast = modulators of MEP2-GFP levels in yeast, primary screen, S. cerevisiae, multiplex flow cytometry, MLPCN library; GFP response vs DMSO, % at 10 µM; S. cerevisiae MEP2-GFP strain, 3 h; 100% = DMSO control level; hit rate 0.51% among 330,000;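 active means GFP response versus DMSO above a set limit, roughly screen mean plus 3 SD, cut at about 180% in these data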;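 further: median GFP fluorescence of the barcode-gated MEP2-GFP cells per well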
# proCasp3 act = activators of human procaspase-3 D3A mutant, primary screen, biochemical, absorbance, PC-3 D3A mutant, single concentration. Caspase-3 (Homo sapiens), P42574. recombinant procaspase-3 D3A, Ac-DEVD-pNA absorbance 405 nm. activation, % at 8.5 µM. hit rate 0.11% among 330,000. AID 463141, 2010;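 active means activation above the mean of all tested compounds plus 3 SD, cut at about 21% in these data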;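 further: 0% = DMSO alone and 100% = DMSO wells spiked with extra 5 µM PC-3 D3A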
#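 Test system: Procaspase-3 D3A mutant; medium: Zinc-free HEPES/NaCl buffer with 0.01% Triton X-100 at pH 7.4; reagent: DEVD-pNA substrate; doses: one concentration, 8.5 µM nominal, 0.8% DMSO; times: 1 h preincubation plus 2 h reaction at 25 °C; signal: Epi-absorbance at 405 nm of released p-nitroaniline, 0 and 120 min; replicates: singlicate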
# LAP4 TOR yeast = modulators of LAP4-GFP expression in yeast, primary screen, S. cerevisiae, multiplex flow cytometry, MLPCN library; hit rate 0.34% among 320,000; GFP response vs DMSO, % at 10 µM; 3 h; median GFP as percent of DMSO wells; AID 2023, 2009;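 active means GFP response vs DMSO above a set limit, about the screen mean plus 3 SD, cut at about 150% in these data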
# RPL19A TOR yeast = RPL19A-GFP expression modulators in yeast, primary screen, cell-based, S. cerevisiae, multiplex flow cytometry, MLPCN; percent response vs DMSO, % at 10 µM; hit rate 0.3% among 330,000; S. cerevisiae RPL19A-GFP strain, 3 h; hits give low values;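 active means percent response vs DMSO below 50%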;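 further: median channel GFP fluorescence of the barcoded RPL19A-GFP strain; ratio of sample median GFP to plate DMSO average so 100% = DMSO; lower means less RPL19A-GFP as with rapamycin TOR inhibition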
# EBNA-1 inh = EBNA-1 DNA-binding inhibitors, primary screen, biochemical, fluorescence polarization; hit rate 0.34% among 300,000; inhibition, % at 14.8 µM; in the data active means inhibition above about 28%
# AHR act = AHR activators, primary screen, cell-based, luminescence, luciferase reporter, human; AHR-responsive luciferase reporter cells; activation, % at 5 µM; Aryl hydrocarbon receptor (Homo sapiens), P35869; hit rate 2.5% among 320,000; in the data active means activation above about 47%;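 further: 0% = vehicle wells and 100% = reference agonist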
# procasp7 counter = procaspase-7 activators, primary screen, counter-screen for procaspase-3 activator project, biochemical, absorbance, HTS, human; AID 463210, 2010; hit rate 0.093% among 330,000; recombinant procaspase-7, Ac-DEVD-pNA absorbance 405 nm; D23A/D198A/D206A triple mutant, cannot self-cleave; scale: DMSO 0, 5 µM enzyme 100; activation, % at 8.5 µM;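 active means percent activation above the screen-wide mean plus 3 SD, cut at about 25% in these data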
#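 buffer or medium = Zinc-free HEPES/NaCl buffer, pH 7.4 | material = Procaspase-7 triple mutant (PC-7 D3A) | input = 2 µM procaspase-7 mutant as dispensed | signal = Epi-absorbance of released pNA at 405 nm, two timepoints | timing = 1 h preincubation, 2 h reaction | replicates = singlicate compound testing | evaluation = % activation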
# Starred values were filed as active, the others as inactive; / = not tested or not shown.
# Start of the listing, in advance:
SMILES,ZTA counter,MEP2 TOR yeast,proCasp3 act,LAP4 TOR yeast,RPL19A TOR yeast,EBNA-1 inh,AHR act,procasp7 counter
Cc1ccc(C(=O)N/C(=C\c2ccco2)C(=O)NCCCN2CCOCC2)cc1C,-4.8,105.8,-6.8,99.2,101.4,-6.4,-1.0,-6.5
Cc1c(C(=O)O)cccc1-n1c(C)cc(/C=N/Nc2ccc([N+](=O)[O-])cn2)c1C,-0.3,90.1,-4.9,98.3,97.2,-7.2,8.8,-13.0
Cc1cc(OCC(=O)NC2CCN(Cc3ccccc3)CC2)c2c(C)cc(=O)oc2c1,1.9,89.1,-1.3,82.6,88.6,2.9,0.0,12.2
O=[N+]([O-])/C=C1/CCCCCN1,4.9,99.4,5.7,121.0,94.6,-10.2,-1.6,-0.5
CCC(=O)Nc1ccc(S(=O)(=O)Nc2cccnc2)cc1,7.8,100.5,6.1,97.2,98.2,-5.3,-0.1,0.8
CN(CC(=O)Nc1cccc(F)c1)C(=O)CCN1C(=O)C2CC=CCC2C1=O (stereo unspecified),-2.9,96.0,5.2,105.3,99.3,/,0.8,9.0

# The listing, from the first entry:
SMILES,ZTA counter,MEP2 TOR yeast,proCasp3 act,LAP4 TOR yeast,RPL19A TOR yeast,EBNA-1 inh,AHR act,procasp7 counter
Cc1ccc(C(=O)N/C(=C\c2ccco2)C(=O)NCCCN2CCOCC2)cc1C,-4.8,105.8,-6.8,99.2,101.4,-6.4,-1.0,-6.5
Cc1c(C(=O)O)cccc1-n1c(C)cc(/C=N/Nc2ccc([N+](=O)[O-])cn2)c1C,-0.3,90.1,-4.9,98.3,97.2,-7.2,8.8,-13.0
Cc1cc(OCC(=O)NC2CCN(Cc3ccccc3)CC2)c2c(C)cc(=O)oc2c1,1.9,89.1,-1.3,82.6,88.6,2.9,0.0,12.2
O=[N+]([O-])/C=C1/CCCCCN1,4.9,99.4,5.7,121.0,94.6,-10.2,-1.6,-0.5
CCC(=O)Nc1ccc(S(=O)(=O)Nc2cccnc2)cc1,7.8,100.5,6.1,97.2,98.2,-5.3,-0.1,0.8
CN(CC(=O)Nc1cccc(F)c1)C(=O)CCN1C(=O)C2CC=CCC2C1=O (stereo unspecified),-2.9,96.0,5.2,105.3,99.3,/,0.8,9.0
O=NN1CCN(c2ccncc2S(=O)(=O)N2CCCCC2)CC1,3.9,104.6,2.6,107.1,96.0,3.0,-1.9,1.1
COCCCn1c(=O)c2ccccc2n2c(=S)[nH]nc12,1.8,116.0,2.3,107.3,110.9,3.4,4.0,-10.6
Cc1cc(=O)[nH]c(S/C=C/c2ccccc2)n1,-4.7,94.5,-1.6,97.0,94.5,6.4,117.8*,-0.5
CS(=O)(=O)N(CC(=O)N1CCN(Cc2ccccc2)CC1)c1cccc([N+](=O)[O-])c1,16.9,108.1,-3.6,95.5,106.6,14.8,-0.5,10.2
Cc1ccc(-n2c(SCC(=O)c3c(N)n(C)c(=O)n(C)c3=O)nc3sc4c(c3c2=O)CCCC4)c(C)c1,4.4,99.2,0.3,95.2,103.4,1.2,-3.3,4.4
Cc1cc(C(C#N)c2cccc(Cl)c2)n2ncnc2n1 (stereo unspecified),13.4,102.5,-10.8,100.2,99.1,7.7,-0.6,1.2
Cc1ccc(N2CC(C(=O)Nc3ccc(S(=O)(=O)NCC4CCCO4)cc3)CC2=O)cc1 (stereo unspecified),-18.4,95.5,8.7,95.3,101.7,-1.3,-1.9,2.4
CC(=O)Cc1nsc(NC(=O)c2ccc(F)cc2)n1,-4.7,98.5,5.1,99.7,95.8,-6.0,3.6,7.9
COc1ccc(/C(N)=N/OC(=O)CCC2CCCC2)cc1OC,-6.0,95.9,8.0,85.8,100.3,-2.8,8.2,-13.0
COc1ccc(S(=O)(=O)NC(CC(=O)NCCc2ccccc2)c2ccco2)cc1 (stereo unspecified),4.7,95.9,1.7,96.5,95.8,7.0,1.1,2.7
COCCn1c(C(C)C)nc2sc3ccccc3c(=O)c2c1=O,-17.5,98.9,5.2,107.4,96.9,3.0,3.0,1.7
CCOC(=O)N1CCN(C(=O)CSc2nc(-c3cccc(C)c3)ns2)CC1,10.3,99.0,-10.4,111.5,99.5,-1.9,10.0,-4.1
CCOCCn1ccc2c(OCC(=O)NCc3ccccc3)cccc2c1=O,-18.8,100.3,6.1,98.7,98.9,1.7,0.0,4.0
CC(C)(C)C1CCC(=NNc2ncc(C(F)(F)F)cc2Cl)CC1 (stereo unspecified),2.8,98.0,-7.1,97.4,96.6,6.8,10.1,-5.7
COCCn1c(SCC(=O)NCc2ccccc2)nc2ccccc21,-14.5,111.0,2.3,102.0,105.3,-16.9,1.2,0.6
N#Cc1c(NC(=O)c2cccnc2)sc2c1CCC2,-17.4,105.2,-1.6,117.8,107.2,2.9,43.7,-8.0
CCOC(=O)C1=C(CC)Nc2ccccc2N=C1NC(=O)c1cccc(S(=O)(=O)N2CCCC2)c1,-28.1,96.5,-4.2,94.1,94.7,-15.3,6.4,-0.8
CCC(C)N(C(=O)c1csnn1)C(C(=O)NCc1ccc(F)cc1)c1ccccc1F (stereo unspecified),-6.6,99.6,-4.0,87.3,99.6,-0.8,2.0,-5.6
CCCCc1nnc(SCC(=O)Nc2nccs2)n1CC,9.9,104.4,1.4,100.0,97.6,5.7,-0.1,-3.7
CC(CN(C)Cc1nc(Cc2cccc(C(F)(F)F)c2)no1)CN1CCCC1 (stereo unspecified),1.8,99.8,-4.5,92.8,98.6,7.5,9.6,5.0
COc1cc(/C=C/C(=O)OCC(=O)NC(=O)NC(C)C)cc(OC)c1OC,-2.1,99.9,2.0,111.2,94.4,-0.5,5.2,-0.7
CCn1ccc2c(OCC(=O)NCCc3ccc(OC)c(OC)c3)cccc2c1=O,-3.3,100.7,-3.5,108.3,101.4,-5.2,1.2,6.2
CCN(C[C@H]1N[C@@](CC)(C(=O)OC)[C@H]2C(=O)N(Cc3ccccc3)C(=O)[C@@H]12)S(=O)(=O)c1ccc(C(C)(C)C)cc1,/,93.4,5.1,95.8,96.4,/,0.4,12.7
CC(C)Oc1ccc(CN2CCCC(CO)(Cc3ccc(F)cc3)C2)cc1 (stereo unspecified),-15.9,103.0,1.1,89.5,103.9,-0.2,4.9,3.8
CC(Sc1nc2ccccc2[nH]1)C(=O)O (stereo unspecified),-5.3,107.9,-1.0,113.8,108.5,-7.5,-0.5,-3.1
COc1cccc2cc(C(=O)N3CCN(c4ccccn4)CC3)c(=O)oc12,3.8,101.7,-1.5,97.8,103.8,3.3,-0.3,5.0
CCSc1nc(N)c(C#N)c(-c2ccco2)c1C#N,9.1,110.0,-0.5,123.4,99.1,5.3,0.2,4.8
COC(=O)Cc1c(O)ccn(Cc2cccc(C(F)(F)F)c2)c1=O,2.5,119.0,-8.3,118.6,116.8,3.1,-1.0,11.0
Cc1ccc(/C=C2\CC(C)CC3=C2NC(=S)NC3c2ccc(C)cc2)cc1 (stereo unspecified),-1.5,107.0,-10.9,114.7,104.7,4.2,1.8,-22.0
c1ccc(CSc2nnc(-c3cccnc3)o2)cc1,13.6,108.6,7.8,105.7,109.5,8.2,1.3,9.4
O=C(NCC1CCCO1)c1ccc(N2CCCCC2)c([N+](=O)[O-])c1 (stereo unspecified),-1.1,97.7,2.4,92.2,96.4,-3.8,0.3,-8.3
CC1=C(C(=O)OC(C)(C)C)C(c2ccc(Br)cc2)NC(=O)N1CCCC(=O)O (stereo unspecified),6.1,99.5,1.2,96.8,97.8,-8.4,1.4,1.6
O=C(CSc1nc(-c2ccccc2)nn1C(=O)c1ccccc1)Nc1cccc([N+](=O)[O-])c1,-4.1,91.8,6.5,104.3,94.0,-5.5,34.5,-1.9
Cc1cc(C)n2nc(SCCOc3ccccc3F)nc2n1,9.3,91.7,-2.2,101.5,88.3,-7.9,-4.1,-7.6
Cc1ccccc1-c1cc2c(nn1)-c1ccccc1C2=O,-3.4,100.2,-7.1,119.8,94.6,4.0,-19.8,7.6
COC(=O)C1CCN(C(=O)Cn2nnc(-c3cccc(F)c3)n2)CC1,6.5,108.4,2.1,93.6,95.1,-1.9,-0.4,9.4
O=C(Nc1nc2ccc(F)cc2s1)c1ccc(N2CCCC2=O)cc1,7.8,103.0,-1.2,110.9,101.5,-0.5,6.6,6.5
Cc1ccccc1CC(=O)c1ccc(O)c(C)c1O,0.1,94.3,2.3,111.2,94.1,-12.1,-0.7,-1.1
O=C(Nc1ccc(F)cc1)c1cccc(NC(=O)C2C3CC4OC(=O)C2C4C3)c1 (stereo unspecified),0.7,106.6,-3.9,106.4,101.3,3.7,2.0,8.0
Cn1c(N)c(C(=O)CSc2nc3ccccc3n2-c2ccccc2)c(=O)n(C)c1=O,0.5,98.6,-6.5,98.0,103.8,2.4,1.6,6.4
COc1ccc(CC(=O)NCCS(=O)(=O)N2CCN(c3ccccc3)CC2)cc1OC,-0.9,97.2,4.6,91.0,100.1,7.0,-1.0,3.3
O=C(Nc1c(Cl)cc(Cl)cc1C(=O)NCCN1CCOCC1)c1cccc([N+](=O)[O-])c1,1.3,106.8,12.0,94.7,105.4,0.2,7.0,-4.6
CC(=O)Nc1ccc(S(=O)(=O)Nc2ccc(NC(=O)c3ccco3)cc2)cc1,-10.7,107.6,-6.3,99.1,101.5,-8.0,1.6,-5.5
CCN(c1ccccc1)S(=O)(=O)c1ccc(OC)c(NC(=O)C2CC2)c1,6.8,96.8,-8.9,100.4,95.5,/,-0.7,2.4
COc1ccc(CCNC(=O)C2CCC(=O)N(CCc3ccc(OC)cc3)C2)cc1 (stereo unspecified),-5.8,98.2,6.8,90.9,94.3,-3.7,0.3,-2.5
Cn1cnnc1SCC(=O)NC1CCCCC1,-13.5,98.2,5.8,100.9,98.0,-0.2,0.6,9.2
CSc1nnc(-c2cccs2)n1-c1ccccc1,-2.4,104.3,4.6,104.3,99.6,-2.6,-1.2,2.4
O=C(CCn1c(=O)oc2ccccc21)NCc1cccs1,-1.6,96.9,-1.8,96.9,94.3,-11.4,-1.9,4.9
COc1ccc(C(CNC(=O)c2cccc(S(=O)(=O)Nc3ccccc3OC)c2)N2CCOCC2)cc1 (stereo unspecified),-22.9,94.8,-4.7,94.2,92.0,-3.8,2.5,3.6
O=C(NCc1ccccn1)C1CN(S(=O)(=O)c2ccccc2)CCN1S(=O)(=O)c1ccccc1 (stereo unspecified),-6.5,99.4,3.3,98.8,100.4,-6.1,2.1,-8.1
O=C(O)Cn1nc(-c2ccccc2)ccc1=O,-0.2,96.0,4.3,102.0,96.0,4.8,-0.4,5.1
O=C1c2sc3nc4ccccc4n3c2C(=O)N1c1ccccc1Cl,-7.6,99.0,3.5,191.9*,65.9,4.8,2.5,-8.5
Cc1cnc(CNC(=O)c2ccc3oc(Cc4ccccc4)nc3c2)[nH]1,-1.6,98.3,5.0,78.9,83.8,-1.2,1.4,9.1
